SUMO HTRF inh: SUMOylation inhibition; P63279; HTRF SUMOylation assay, SAE1/SAE2 + UBC9, in vitro; inhibition, % at 35 µM; actives 0.36% (n = 290,000); AID 2006; in the data active = inhibition above about 50%, passing the limit was not always enough; also: strong numbers were not always called active
MEKK2 WT-MEK5: raises or lowers MEK5 binding to wildtype human MEKK2 PB1 domain. bead flow cytometry, Alexa488-MEK5 binding to MEKK2 WT; actives lie on both sides. Q9Y2U5. actives 1.1% (n = 290,000). binding response (% of control), % at 10 µM; in the data active = binding response below about 67% or above about 130%
NALP1 inh: inhibitors of NALP1 inflammasome in yeast | S. cerevisiae NALP1/ASC/caspase-1 growth, X-gal OD620, 72 h | inhibition, % at 10 µM | actives 0.61% (n = 280,000); in the data active = inhibition mostly above about 24%, no sharp cut-off; inactive = mostly below about 32%; also: some compounds called inactive have numbers as strong as hits
MEKK2mut PB1 HTS: signal of MEK5 binding to mutant human MEKK2 PB1 domain; bead flow cytometry, Alexa488-MEK5 binding to MEKK2 mutant; actives 0.35% (n = 290,000); percent response, % at 10 µM; in the data active = percent response above about 24%, passing the limit was not always enough; also: inactives centre near 1; some results filed as inactive read as strong as hits; reference of the scale not given here
IDE cell inh: inhibitors of human insulin-degrading enzyme in cells. HEK cells, FAbetaB cleavage, fluorescence polarization. AID 434962. actives 0.41% (n = 320,000). P14735. inhibition, % at 5.59 µM;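 active = percent inhibition above the average of all tested compounds plus 3 SD, set per screening campaign, cut at about 16% in these data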;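 also: IDE supplied by intact live HEK cells; FP after avidin binding of uncleaved biotin substrate so inhibition keeps polarization high; 0% = DMSO wells and 100% = 60 µM reference IDE inhibitor Ii1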
MEKK3 PB1 HTS: MEKK3-MEK5 PB1 interaction, increase or decrease; bead-based flow cytometry, Alexa488-MEK5 binding to MEKK3; actives lie on both sides; 0 = blocked by unlabeled MEK5, 100 = vehicle; AID 1529; actives 1.4% (n = 290,000); Q99759; binding response (% of control), % at 10 µM;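 active = binding response more than 3 SD above or below the average of its plate-row segment, actives on both sides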;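 also: Alexa488 bead fluorescence after subtracting the streptavidin-only scavenger bead signal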
IDE act: activators of human insulin-degrading enzyme in cells | actives 0.073% (n = 340,000) | activation, % at 5.96 µM | HEK cells, FAbeta-B cleavage, fluorescence polarization; 0% vehicle, 100% cell-free pure enzyme wells;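 active = activation above the mean of all tested compounds plus 3 SD, set per screening campaign, cut at about 17% in these data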
PfM18AAP inh: blocks P. falciparum M18 aspartyl aminopeptidase. recombinant PfM18AAP, H-Glu-NHMec fluorogenic cleavage. inhibition, % at 7.35 µM. actives 1.2% (n = 290,000). AID 1822;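 active = inhibition above the campaign mean inhibition over all tested compounds plus 3 SD, cut at about 28% in these data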;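 also: 0% = plate median of test compound wells and 100% = 2 mM ZnCl2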
p-CIP stab down: compounds decreasing mouse p/CIP protein stability; Q05BA5; F442A p/CIP-EGFP cells, EGFP fluorescence, 16 h; decrease of EGFP signal, % at 10 µM; actives 0.01% (n = 290,000);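 active = EGFP signal decrease of at least 30% at 10 µM or well 3 SD below plate mean, unless failing retest; inactive = the rest, including hits failing retest or dose response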; also: some compounds called inactive have numbers as strong as hits; many of its hits are not listed in these tables
Target sequence (Q05BA5 1-1403): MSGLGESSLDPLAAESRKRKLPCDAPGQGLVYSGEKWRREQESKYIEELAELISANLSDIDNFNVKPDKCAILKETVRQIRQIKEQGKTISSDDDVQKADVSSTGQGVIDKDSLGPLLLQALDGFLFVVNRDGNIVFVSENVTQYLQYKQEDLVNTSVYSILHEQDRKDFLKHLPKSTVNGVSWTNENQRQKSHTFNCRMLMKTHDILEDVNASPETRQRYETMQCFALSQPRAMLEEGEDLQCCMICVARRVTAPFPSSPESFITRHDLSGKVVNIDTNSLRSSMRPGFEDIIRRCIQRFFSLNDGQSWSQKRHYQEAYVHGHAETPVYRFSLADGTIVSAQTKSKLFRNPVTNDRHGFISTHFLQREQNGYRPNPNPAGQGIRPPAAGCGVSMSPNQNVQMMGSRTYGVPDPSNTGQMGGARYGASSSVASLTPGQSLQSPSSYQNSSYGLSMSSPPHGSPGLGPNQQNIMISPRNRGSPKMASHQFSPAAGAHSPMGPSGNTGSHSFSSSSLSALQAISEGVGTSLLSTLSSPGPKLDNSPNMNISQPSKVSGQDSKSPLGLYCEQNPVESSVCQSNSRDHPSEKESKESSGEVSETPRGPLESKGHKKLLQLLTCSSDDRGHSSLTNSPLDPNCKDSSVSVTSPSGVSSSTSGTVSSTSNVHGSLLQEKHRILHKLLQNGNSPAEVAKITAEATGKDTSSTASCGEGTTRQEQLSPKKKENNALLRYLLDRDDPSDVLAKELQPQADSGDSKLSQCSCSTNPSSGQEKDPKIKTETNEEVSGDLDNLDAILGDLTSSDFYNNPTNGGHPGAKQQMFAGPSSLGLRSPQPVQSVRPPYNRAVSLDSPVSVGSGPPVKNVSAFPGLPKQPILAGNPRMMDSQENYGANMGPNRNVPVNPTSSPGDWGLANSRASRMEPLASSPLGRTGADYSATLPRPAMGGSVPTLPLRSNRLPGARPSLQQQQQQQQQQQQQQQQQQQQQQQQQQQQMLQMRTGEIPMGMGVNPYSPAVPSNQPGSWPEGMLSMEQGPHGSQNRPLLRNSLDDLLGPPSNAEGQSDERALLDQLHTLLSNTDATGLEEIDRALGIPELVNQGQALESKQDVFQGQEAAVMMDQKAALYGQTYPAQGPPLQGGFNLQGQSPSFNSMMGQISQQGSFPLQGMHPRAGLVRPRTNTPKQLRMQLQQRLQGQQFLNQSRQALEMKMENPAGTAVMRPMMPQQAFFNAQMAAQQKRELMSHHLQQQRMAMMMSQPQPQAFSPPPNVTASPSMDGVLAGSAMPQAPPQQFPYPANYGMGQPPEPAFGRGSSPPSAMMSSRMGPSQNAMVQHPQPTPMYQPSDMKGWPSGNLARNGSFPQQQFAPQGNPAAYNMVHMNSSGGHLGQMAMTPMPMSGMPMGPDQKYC
Numbers without * were called inactive; x = not tested or not shown.

SMILES | SUMO HTRF inh | MEKK2 WT-MEK5 | NALP1 inh | MEKK2mut PB1 HTS | IDE cell inh | MEKK3 PB1 HTS | IDE act | PfM18AAP inh | p-CIP stab down
COCCNC(=O)/C(C#N)=C/c1c(N2CCCCCC2)nc2c(C)cccn2c1=O | 12 | 114 | 20 | 13 | 5 | 107 | 5 | 2 | -1
CCCCNC(=O)OC1CCS(=O)(=O)C1 (stereo unspecified) | 4 | 112 | 16 | 5 | -1 | 108 | 2 | 1 | -3
COc1cc(OC)cc(C(=O)Nc2ccc(C(=O)c3ccncc3)cc2)c1 | 24 | 114 | 9 | 13 | 15 | 111 | -13 | -2 | -3
COc1ccccc1NC(=O)CC(NCCN(C)C)C(=O)O (stereo unspecified) | 8 | 103 | -4 | -1 | 3 | 102 | 7 | -9 | -2
CCc1ccc2c(c1)C(c1ccc(N3CCOCC3)cc1)=NNC(c1ccncc1)=N2 | 3 | 131 | -18 | 7 | 0 | 148* | 2 | -2 | 0
Cc1cccc(NC(=O)CSc2nnc(CNC(=O)c3ccc(S(=O)(=O)N(C)C)cc3)n2-c2ccccc2)c1 | -7 | 92 | 26 | -2 | 10 | 94 | 3 | -5 | -11
COc1ccc(-c2cc(C(F)(F)F)n3nc(C(=O)N4CCN5CCCC5C4)cc3n2)cc1OC (stereo unspecified) | 10 | 100 | 12 | 7 | -13 | 104 | 2 | 4 | -10
CN1C(=O)C(=O)/C(=C(/O)c2ccc(Br)cc2)C1c1ccc(Cl)cc1 (stereo unspecified) | 6 | 103 | 4 | 4 | 5 | 103 | -6 | 1 | 4
CC(OC(=O)CCc1nc2ccccc2c(=O)[nH]1)C(=O)Nc1ccc2c(c1)OCO2 (stereo unspecified) | -4 | 101 | 0 | 19 | -1 | 106 | 3 | 1 | -3
COc1ccc(COC(=O)C2=C(C)NC(=O)NC2c2ccc(F)cc2)cc1 (stereo unspecified) | 2 | 102 | 12 | 12 | 8 | 108 | -8 | -1 | -2
CCCOc1ccc(NC(=O)C2CC(=O)N3CCCN=C3S2)cc1 (stereo unspecified) | 0 | 101 | 23 | -4 | -3 | 100 | -3 | -5 | -8
COc1ccc(C(C)=O)cc1COc1cc(C)c(Cl)c(C)c1 | -5 | 104 | 3 | -4 | 1 | 99 | x | 0 | -1
CCOc1ccc(N=C2SCCCN2C(=O)c2c(CC)noc2C)cc1 | 0 | 105 | 13 | 4 | -1 | 101 | 2 | 0 | -4
CC1CCCCN1C(=O)c1ccc(Br)o1 (stereo unspecified) | 12 | 109 | -3 | 9 | -3 | 105 | 1 | -13 | -5
CC(NC(=O)Cn1c(=O)oc2cc(S(=O)(=O)N3CCCC3)ccc21)c1ccccc1 (stereo unspecified) | 23 | 111 | 10 | 15 | 5 | 111 | 5 | 1 | -6
COc1ccc(C(=O)CC(=O)c2ccc(C)cc2)c(O)c1 | 0 | 107 | -6 | 3 | -5 | 103 | 1 | 16 | 1
COc1ccc(C2CC(c3ccccc3OC(=O)/C=C/c3ccccc3)=NN2C(C)=O)cc1 (stereo unspecified) | 11 | 98 | 3 | 2 | -3 | 98 | 2 | -8 | 1
Cc1ccc(S(=O)(=O)N/N=C/c2ccc(OCC(=O)NC(C)C)cc2)cc1 | x | 111 | x | 11 | 4 | 103 | 8 | 3 | x
O=C(CSc1ncccn1)NC(=O)NCc1ccccc1 | 19 | 99 | -9 | 4 | -3 | 100 | -2 | 0 | -5
OCCN1CCOCCN(CCO)CCOCC1 | -16 | 104 | -2 | 9 | -3 | 107 | 1 | -7 | -1
O=C(CNC(=O)c1ccc(Br)o1)Nc1cccc(-c2cnc3ccccc3n2)c1 | 12 | 102 | 26 | 6 | 0 | 96 | 0 | -4 | -20
Oc1ccc(Cl)cc1C=Nc1ccc(Br)cc1 | 8 | 100 | 10 | 2 | 2 | 101 | 1 | -15 | 10
COc1ccc(CN(C)C2CCN(C)CC2)cc1OC | 18 | 100 | 16 | 2 | -2 | 107 | 1 | -12 | -12
CCSc1nnc(NC(=O)[C@@H](NC(=O)c2cc(OC)cc(OC)c2)C(C)C)s1 | -6 | x | -15 | x | 3 | x | 3 | -4 | -8
CCOc1ccc(-n2c(-c3ccccc3)nnc2-c2ccccc2)cc1 | 19 | 93 | 33 | -2 | 3 | 94 | 4 | -4 | -5
CN(C)S(=O)(=O)c1cccc(C(=O)c2nccn2C)c1 | 3 | 96 | -45 | -2 | -1 | 94 | 2 | 2 | 20
CCn1c(C(=O)N2CCC(C(=O)NCc3ccc(OC)cc3)CC2)cc2sccc21 | 2 | 95 | 6 | -1 | -1 | 95 | -1 | 5 | -4
COc1ccccc1N1CCN(CC(=O)NC(=O)NCc2ccco2)CC1 | 18 | 127 | 27 | 26 | 3 | 107 | 3 | -5 | -3
Cn1cccc1C(=O)OCC(=O)N1CC(=O)Nc2ccccc21 | -1 | 97 | 10 | -1 | 8 | 98 | -3 | 0 | -2
CCOc1cc(-c2c(C)c(CC)nc(N)c2C#N)ccc1O | 6 | 99 | 7 | 1 | 3 | 99 | -6 | -4 | -3
COc1ccc2[nH]cc(C(=O)CN3CCC(C)CC3)c2c1 | 5 | 111 | 25 | 9 | -3 | 100 | 1 | 1 | 9
O=C(Cc1ccc(Cl)cc1)Nc1ccc(Br)cc1 | 8 | 99 | -6 | -4 | -5 | 96 | 8 | 2 | -5
O=C(NC1CCCCC1)c1ccc(Cn2cc(Cl)cn2)cc1 | 11 | 93 | 0 | -1 | 2 | 101 | 1 | -6 | -6
O=[N+]([O-])c1cccc(-c2nc(-c3ccccc3)c(-c3cccs3)[nH]2)c1 | -6 | 103 | 4 | 1 | -3 | 101 | 5 | -14 | 5
COc1ccc(-n2nc([N+](=O)[O-])c(=NCCc3ccccc3)n2O)cc1 | -6 | 102 | -43 | -1 | -6 | 106 | -1 | -3 | 2
O=S(=O)(NC1CCCCC1N1CCCCC1)c1ccc(Cl)cc1 (stereo unspecified) | 8 | 98 | 15 | -3 | -2 | 98 | 5 | -5 | -8
Cc1cc(C(=O)OCCO)c(C#N)c(N)n1 | 23 | 103 | -5 | 14 | 3 | 104 | 4 | -1 | 3
Cc1ccc(NC(=O)N(C2=NCC(C)S2)c2ccccc2)cc1 (stereo unspecified) | x | 129 | x | 23 | -4 | 122 | 1 | 4 | x
CC1CCN(C(=O)c2ccc3c(c2)OCCO3)CC1 | -13 | 103 | -4 | 1 | 0 | 106 | 3 | -1 | -2
Cc1cc(OCC(=O)Nc2ccncc2)ccc1Br | 12 | 114 | 13 | 14 | -3 | 108 | -2 | 12 | -24
Cc1ccc(SCCN)cc1C | -2 | 113 | 29 | 19 | 2 | 110 | -1 | 2 | 4
COc1cc(C(=O)OCC(=O)N(C)c2ccccc2)cc(OC)c1OC | 26 | 103 | 4 | 4 | -4 | 104 | 3 | -9 | -8
O=C(CCC(=O)NNc1nc2ccccc2c2nc(-c3ccccc3)nn12)NCCCN1CCOCC1 | -9 | 89 | -4 | -13 | 2 | 100 | -1 | 10 | 6
CN(C)c1nc(NS(=O)(=O)c2ccc(Cl)cc2)nc(N(C)C)n1 | -2 | 105 | 14 | -5 | 1 | 104 | 4 | 2 | -15
O=C(COc1ccccc1-c1ccccc1)N/N=C/c1ccc2ccccc2c1 | -3 | 104 | 16 | 2 | -10 | 110 | -5 | 7 | 4
CN(C(=O)c1ccccc1)c1ccc(OCC(=O)NC2CCS(=O)(=O)C2)cc1 (stereo unspecified) | 27 | 105 | 12 | 9 | -5 | 106 | 5 | 9 | -12
COc1cccc(CN2CCN(S(=O)(=O)c3ccc(Cl)s3)CC2)c1 | -16 | 100 | 27 | -4 | -3 | 102 | -2 | -5 | -6
COc1cccc(C(=O)N2CCCC(c3nc(-c4cccs4)no3)C2)c1 (stereo unspecified) | -22 | 102 | 46 | 3 | 8 | 104 | -1 | -3 | -4

One compound at a time (already shown).
`Cn1cccc1C(=O)OCC(=O)N1CC(=O)Nc2ccccc21` in the list: SUMO HTRF inh: -1; MEKK2 WT-MEK5: 97; NALP1 inh: 10; MEKK2mut PB1 HTS: -1; IDE cell inh: 8; MEKK3 PB1 HTS: 98; IDE act: -3; PfM18AAP inh: 0; p-CIP stab down: -2
`COc1ccc(COC(=O)C2=C(C)NC(=O)NC2c2ccc(F)cc2)cc1` (stereo unspecified) in the list: SUMO HTRF inh: 2; MEKK2 WT-MEK5: 102; NALP1 inh: 12; MEKK2mut PB1 HTS: 12; IDE cell inh: 8; MEKK3 PB1 HTS: 108; IDE act: -8; PfM18AAP inh: -1; p-CIP stab down: -2

New compounds follow:
SMILES | SUMO HTRF inh | MEKK2 WT-MEK5 | NALP1 inh | MEKK2mut PB1 HTS | IDE cell inh | MEKK3 PB1 HTS | IDE act | PfM18AAP inh | p-CIP stab down
Cc1nnc(-c2cnn(-c3ccccc3)c2N)n1Cc1ccncc1 | 13 | 101 | -6 | -1 | -1 | 102 | 0 | 0 | 0
COC(=O)C1=C(C)N(Cc2ccco2)C(=O)N[C@H]1c1ccccc1 | -3 | 98 | 29 | -2 | 4 | 101 | x | -4 | -1
CN(C)c1ccc(C(CNC(=O)c2ccccc2Br)c2c[nH]c3ccccc23)cc1 (stereo unspecified) | 5 | 104 | 28 | -1 | 1 | 102 | 3 | 7 | -4
CNC(=S)N(CCc1ccc(OC)c(OC)c1)Cc1cc2c(C)cc(C)cc2[nH]c1=O | 3 | 101 | -48 | -2 | -1 | 102 | -3 | -10 | -14
Cc1c(C(=O)N(Cc2ccc(N(C)C)cc2)C2CCS(=O)(=O)C2)oc2ccccc12 (stereo unspecified) | 18 | 99 | x | 0 | 4 | 95 | 6 | 12 | 3
O=C(Cn1c(C(=O)NCC2CCCO2)cc2sccc21)c1ccccc1 (stereo unspecified) | -1 | 101 | 9 | 1 | 9 | 101 | 5 | 4 | 2
CCCCC(=O)N/N=C(C)/C=C/c1ccccc1F | 12 | 99 | 3 | 5 | x | 103 | 2 | 2 | -3
COC(=O)c1ccccc1NC(=S)N(Cc1ccc2c(c1)OCO2)Cc1cc2ccc(OC)cc2[nH]c1=O | -19 | 95 | 31 | -1 | 2 | 100 | -6 | -1 | 7
COC(=O)c1cc(S(=O)(=O)NCCc2ccc(Cl)cc2)c[nH]1 | -2 | 94 | 10 | -2 | 0 | 96 | 5 | -1 | -2
COc1ccc(/C=N/n2cc(-c3ccc(OC)cc3)nc2N)cc1 | 12 | 108 | x | 5 | 8 | 106 | -2 | 9 | -7
Cc1nn(Cc2ccc(Cl)cc2)c(C)c1NC(=O)c1noc2c1CCc1ccccc1-2 | -9 | 96 | 10 | -7 | -2 | 101 | -5 | 10 | -9
COc1ccc(NC(=O)c2oc3ccccc3c2CSC)cn1 | 9 | 100 | 10 | 2 | x | 101 | 4 | 6 | -8
Cc1ccc(Cl)cc1NC(=O)CCS(=O)(=O)c1cccc2nonc12 | -1 | 104 | 12 | 5 | 6 | 104 | 5 | -4 | 0
CCN(CC)C1CCN(C(=O)c2ccc3nc(Cc4ccc(OC)cc4)oc3c2)C1 (stereo unspecified) | 4 | 108 | 8 | 1 | x | 100 | 5 | -4 | 3
O=c1[nH][nH]c(C(F)(F)F)c1C=NCc1cccc(Cl)c1 | 5 | 106 | 18 | 2 | 1 | 104 | 3 | -1 | 11
COc1ccccc1CC1CC(=O)N(c2ccccc2)C1=O (stereo unspecified) | 15 | 105 | 5 | 4 | 2 | 106 | -1 | -4 | -16
CCOc1ccccc1CNc1nnnn1C | 0 | 106 | -3 | 12 | -3 | 101 | 9 | 0 | 2

Screening results as filed in PubChem BioAssay.

The list is partial. The share of hits here may be higher or lower than overall.
